TGFb inhibitor – blocks TGF-b signaling | actives 1.2% (n = 410,000) | HepG2 CAGA-GFP TGF-b/SMAD3 reporter, GFP fluorescence, 18 h; TGF-beta stimulated, 500 pg/mL final | Potency, µM (doses to about 46.1 µM), inactives show at the highest dose activity, negative = inhibition, most hits filed as inhibitors; further: potency means the concentration at half of the fitted maximal effect; on the % scale 0 is the no-effect control and ±100 the full control effect; nearly all actives have a fitted effect of over 65% in size
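Inhibition was scored as loss of TGF-beta-induced (500 pg/mL final, 18 hours, 37 degrees C) GFP in HEPG2 cells carrying a CAGA-GFP reporter, in DMEM with 1% FBS. Well GFP was summed per cell; Activity was normalised to unstimulated and stimulated DMSO wells, then concentration-response fitting.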
Nrf2 ARE act – Nrf2 pathway activation; AREc32 ARE-luciferase reporter (MCF7-derived line), luminescence, 24 h; Potency, µM (series often up to 46.1 µM), without a hit: at the highest dose activation, usual class: activators; actives 0.31% (n = 410,000); further: potency means the concentration at half of the fitted maximal effect; % of control where 0% means no effect; nearly all actives have a fitted effect of over 65% in size
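AREc32 cells carrying an ARE-driven firefly luciferase, 1000 cells/well in OPTI-MEM with 5% FBS, dosed after overnight attachment and incubated 24 hr at 37 deg C. Steady-Glo luminescence read after 30 min at RT.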
MmCpn inh – M. maripaludis TRiC chaperonin inhibition. purified Mm-Cpn ATPase, ADP Transcreener TR-FRET. Potency, µM (doses to about 76.9 µM), without a hit: at the highest dose activity, negative = inhibition, most hits filed as inhibitors. actives 0.031% (n = 330,000); further: potency means the concentration at half of the fitted maximal effect; on the % scale 0 is the no-effect control and ±100 the full control effect; nearly all actives have a fitted effect of over 80% in size
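Measured: ADP formation by purified Mm-CPN. Conditions: 25 nM protein, 10 uM ATP, Tris pH 7.4 with Mg2+, K+ and DTT, 37°C for 30 min. Detection: Transcreener HTRF after 30 min at room temperature.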
HepG2 tox – HepG2 cytotoxicity, counter-screen for TGF-b inhibitors | AID 588856 | HepG2 CAGA-GFP viability, ATP luminescence, 18 h | Potency, µM (titrated, usually from 46.1 µM), for the others: at the top dose activity change, negative = cytotoxicity, most hits filed as cytotoxic | actives 0.76% (n = 410,000); further: potency means the concentration at half of the fitted maximal effect; some results filed as inactive show a strong effect at the top dose
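CellTiter-Glo luminescence gave cytotoxicity after 18 hours at 37 degrees C. The cells were HepG2 CAGA-GFP in 1% FBS DMEM, stimulated with 500 pg/mL TGF-beta after compound addition. %Activity was normalised to no-cell wells (complete cell-killing) and DMSO (no toxicity), and curves were fitted and classified.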
Nrf2 block – inhibitors of Nrf2 signaling; AID 504444; actives 2.1% (n = 360,000); A549 ARE-Fluc reporter, luciferase luminescence, 18-24 h; Potency, µM (highest dose often 46 µM), for the others: at the highest dose activity change, negative = inhibition, actives largely listed as inhibitors; further: potency means the concentration at half of the fitted maximal effect; on the % scale 0 is the no-effect control and ±100 the full control effect; nearly all actives have a fitted effect of over 60% in size
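Quantitative HTS in A549 cells stably bearing an antioxidant response element-firefly luciferase construct. Inhibition of Nrf2-driven transcription was scored by luminescence after 18-24 h of compound exposure at 37 °C.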
CCT modulator – changes cytosolic chaperonin activity | purified chaperonin ATPase assay, HTRF ADP detection, 30 min | activity change, % (concentration not given with the values), hits read low | actives 0.3% (n = 360,000); in the data active means activity change below about -30%; further: on the % scale 0 is the no-effect control and ±100 the full control effect
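First, chaperonin was dispensed at 40 nM or 20 nM final depending on batch activity. Next, compounds were pinned at 76 uM and ATP added at 10 uM. After 30 min at 37 °C, ADP detection reagents ran 30 min at ambient temperature.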
pAkt inh – Akt phosphorylation inhibition; Neuro2A IGF-stimulated pAkt S473 HTRF, 20 min; active compounds read low; activity change, % for hits at 50 µM; actives 0.32% (n = 360,000); in the data active means activity change below about -80%; inconclusive means mostly about -51% to -80%; further: on the % scale 0 is the no-effect control and ±100 the full control effect
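Neuro2A cells (4,500/well, DMEM with 0.5% FBS) were treated with compound at a single 50 µM final concentration, stimulated with 6 nM IGF for 20 min at 37 °C, and lysed. Phospho-Akt Ser473 was read by HTRF as 665/615 ratio ×10^4.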
S2 tox – cell viability loss in ATXN counter-screen; S2 cells (HEK-293 line with an ATXN2-luciferase reporter) viability, CellTiter-Fluor protease fluorescence, 24 h; actives 0.49% (n = 400,000); Potency, µM (highest dose often 56.7 µM), hits mostly cytotoxic; further: potency means the concentration at half of the fitted maximal effect; nearly all actives have a fitted effect of over 40% in size
A549 tox – A549 cytotoxicity, counter-screen for Nrf2 inhibitors. actives 0.16% (n = 390,000). Potency, µM (top dose mostly 46 µM), for inactives: at the highest dose activity change, negative = cytotoxicity, most hits filed as inhibitors. AID 504648. A549 ARE-Fluc cells, CellTiter-Fluor viability, 18-24 h; further: potency means the concentration at half of the fitted maximal effect; on the % scale 0 is the no-effect control and ±100 the full control effect
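A549 ARE-Fluc cells in 5% FBS OPTI-MEM, 5000 cells/well, rested 2 h then exposed to compounds in concentration-response for 18-24 h at 37 °C. Viability by CellTiter-Fluor fluorescence (Ex 405/Em 525) after 30 min; luciferase luminescence (BugLite, 15 min, RT) read afterwards.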
* hit, by the source's call; & = joins results of further samples; [ ] = dose if it differs, or a comment. Unless noted, the call rests on the fitted dose curve; in most records, active means well fitted curve in the direction sought with a large enough effect; inconclusive means small, poorly fitted or top-dose-only effect, or another doubt; inactive means no such curve, though single readings can be large; an effect the other way counts as inactive or inconclusive. An unsorted share of the library. Share with any hit: about 4.4%.

Screening CCOC(=O)N/N=C/c1cc(OC)c(O)c(OC)c1 returned TGFb inhibitor -5%, Nrf2 ARE act 2.1%, MmCpn inh 1%, HepG2 tox 0%, Nrf2 block 1%, CCT modulator -1.7, pAkt inh inactive, S2 tox inactive and A549 tox 10%.
Screening CCN(CC(=O)Nc1ccccc1C(F)(F)F)C(=O)c1oc2ccc(OC)cc2c1C returned TGFb inhibitor 4%, Nrf2 ARE act 3.2%, MmCpn inh -2%, HepG2 tox -3%, Nrf2 block 5%, CCT modulator -1.1, pAkt inh inactive, S2 tox inactive and A549 tox -11%.
`CC(=O)Oc1ccc(/C=C2/CCc3ccccc3C2=O)cc1` gave TGFb inhibitor inconclusive, Nrf2 ARE act 2.0%, MmCpn inh 1%, HepG2 tox -73%, Nrf2 block inconclusive, CCT modulator -1.0, pAkt inh inactive, S2 tox inactive and A549 tox 1%.
For CCN(CC)S(=O)(=O)c1cccc(NC(=O)COC(=O)/C=C/c2ccco2)c1 the results were TGFb inhibitor 14%, Nrf2 ARE act 8.2%, MmCpn inh 2%, HepG2 tox -1%, Nrf2 block 6%, CCT modulator -1.1, pAkt inh inactive, S2 tox inactive and A549 tox -1%.
Screening COc1ccc(CNC(=O)C2CCN(S(=O)(=O)c3c(C)noc3/C=C/c3cccs3)CC2)cc1 returned TGFb inhibitor -7%, Nrf2 ARE act 3.7%, HepG2 tox -26%, Nrf2 block -1% and A549 tox 10%.
COCCCn1c(SCC(=O)Nc2ccc(NC(=O)c3ccco3)c(OC)c2)nc2ccccc2c1=O was read as TGFb inhibitor 21%, Nrf2 ARE act 0.2%, MmCpn inh -3%, HepG2 tox -21%, Nrf2 block inconclusive, CCT modulator -3.9, pAkt inh inactive, S2 tox inconclusive and A549 tox -13%.
For CC(C)CCn1c(=O)c2sccc2n2c(CCCC(=O)N3CCN(c4ccccn4)CC3)nnc12 the results were TGFb inhibitor -5%, Nrf2 ARE act -0.1%, MmCpn inh 5%, HepG2 tox 3%, Nrf2 block 0%, CCT modulator -2.9, pAkt inh inactive, S2 tox inactive and A549 tox 13%.
For Cc1cc(C(=O)N(C)CC(=O)Nc2cccc(F)c2)no1 the results were TGFb inhibitor 2%, Nrf2 ARE act 0.2%, MmCpn inh -1%, HepG2 tox -2%, Nrf2 block 0%, CCT modulator -1.7, pAkt inh inactive, S2 tox inactive and A549 tox 1%.
O=C(CN1CCCc2ccccc21)NC(=O)NCc1ccccc1 was read as TGFb inhibitor 3%, Nrf2 ARE act 0.1%, MmCpn inh 1%, HepG2 tox -15%, Nrf2 block 6%, CCT modulator 1.2, pAkt inh inactive, S2 tox inactive and A549 tox 11%.
`Cn1c2ccc(F)cc2c2nnc(SCC(=O)Nc3cccc(O)c3)nc21` gave TGFb inhibitor -2%, Nrf2 ARE act 2.7%, MmCpn inh 1%, HepG2 tox -8%, Nrf2 block 4%, CCT modulator -0.1, pAkt inh inactive, S2 tox inactive and A549 tox 3%.
For COc1ccccc1NC(=O)Cc1noc(CSc2cccc[n+]2[O-])n1 the results were TGFb inhibitor -10%, Nrf2 ARE act 1.4%, MmCpn inh 1%, HepG2 tox -3%, CCT modulator -3.4, pAkt inh inactive, S2 tox inactive and A549 tox 8%.
Screening COc1ccc(OC)c(NC(=O)C2=C(C)Nc3ncnn3C2c2cccs2)c1 (stereo unspecified) returned TGFb inhibitor 6%, Nrf2 ARE act 2.9%, MmCpn inh 0%, HepG2 tox 2%, Nrf2 block -3%, CCT modulator -1.4, pAkt inh inactive, S2 tox inactive and A549 tox -1%.

Structures from the list above with a thiophene ring, fused or not (3):
Screening COc1ccc(CNC(=O)C2CCN(S(=O)(=O)c3c(C)noc3/C=C/c3cccs3)CC2)cc1 returned TGFb inhibitor -7%, Nrf2 ARE act 3.7%, HepG2 tox -26%, Nrf2 block -1% and A549 tox 10%.
For CC(C)CCn1c(=O)c2sccc2n2c(CCCC(=O)N3CCN(c4ccccn4)CC3)nnc12 the results were TGFb inhibitor -5%, Nrf2 ARE act -0.1%, MmCpn inh 5%, HepG2 tox 3%, Nrf2 block 0%, CCT modulator -2.9, pAkt inh inactive, S2 tox inactive and A549 tox 13%.
Screening COc1ccc(OC)c(NC(=O)C2=C(C)Nc3ncnn3C2c2cccs2)c1 (stereo unspecified) returned TGFb inhibitor 6%, Nrf2 ARE act 2.9%, MmCpn inh 0%, HepG2 tox 2%, Nrf2 block -3%, CCT modulator -1.4, pAkt inh inactive, S2 tox inactive and A549 tox -1%.

The listing continues:
`O=C(CCS(=O)(=O)c1cccs1)Nc1ccc(C(=O)Nc2cccc(Cl)c2)cc1` gave TGFb inhibitor -12%, Nrf2 ARE act 5.6%, HepG2 tox -7%, Nrf2 block inconclusive, S2 tox inconclusive and A549 tox -10%.
For COc1cccc(NC(=O)Cn2c3ccccc3c3nc4n(c(=O)c32)CCS4)c1 the results were TGFb inhibitor 3%, Nrf2 ARE act 0.5%, MmCpn inh -2%, HepG2 tox 7%, Nrf2 block -16%, CCT modulator 0.2, pAkt inh inactive, S2 tox inactive and A549 tox -15%.
`CCN1CCN(c2csc3ccc(F)cc3c2=O)CC1` gave TGFb inhibitor 0%, Nrf2 ARE act 4.0%, HepG2 tox -1%, S2 tox inactive and A549 tox -25%.
For O=C(NCc1cccnc1)OC1CC2CC1[C@H]1CCCCN1C2=O (stereo partly specified) the results were Nrf2 ARE act -0.1%, CCT modulator -0.2, pAkt inh inactive and S2 tox inactive.
`COc1ccc(-c2csc(C(C)(NC(C)=O)c3ccc(OC)cc3)n2)cc1` (stereo unspecified) gave TGFb inhibitor 8%, Nrf2 ARE act -0.9%, HepG2 tox -19%, CCT modulator -1.7, pAkt inh inactive and S2 tox inactive.
`O=C(c1cccs1)N1C[C@@H](O)[C@H](n2cc(-c3ccc(F)cc3)nn2)C[C@@H]1c1ccccc1` gave TGFb inhibitor -3%, Nrf2 ARE act 3.4%, HepG2 tox -9%, CCT modulator -1.1, pAkt inh inactive and S2 tox inactive.
For Cc1nonc1CN(C)C(=O)CC1C(=O)NCCN1Cc1c(F)cccc1Cl (stereo unspecified) the results were TGFb inhibitor 11%, Nrf2 ARE act -0.7%, MmCpn inh -5%, HepG2 tox -9%, Nrf2 block -1%, CCT modulator -3.8, pAkt inh inactive, S2 tox inactive and A549 tox 1%.
O=C(CCc1c[nH]c2ccccc12)NCc1cccc(Cl)c1 was read as TGFb inhibitor 17%, Nrf2 ARE act 0.4%, MmCpn inh 1%, HepG2 tox -16%, Nrf2 block 1%, CCT modulator 0.1, pAkt inh inactive, S2 tox inactive and A549 tox 4%.
For O=C(OCC#CCSc1nnc(-c2cccc3ccccc23)o1)c1ccco1 the results were TGFb inhibitor 32%[activator], Nrf2 ARE act 8.7%, MmCpn inh -9%&-4%, HepG2 tox -29%, Nrf2 block 19%, CCT modulator -0.4, pAkt inh inactive, S2 tox inactive and A549 tox -2%.
`COc1cccc(C2CC(C(F)(F)F)n3nc(C(=O)NCc4cccnc4)cc3N2)c1` (stereo unspecified) gave TGFb inhibitor -18%, Nrf2 ARE act 0.6%, MmCpn inh 0%, HepG2 tox -26%, Nrf2 block 7%, CCT modulator 2.0, pAkt inh inactive, S2 tox inactive and A549 tox 6%.
For COc1ccccc1CNC(=O)C1CCN(S(=O)(=O)c2cn(C)cn2)CC1 the results were TGFb inhibitor 2%, Nrf2 ARE act -0.9%, HepG2 tox -8% and A549 tox 12%.
`CCC1Oc2ccccc2N(CC(=O)NCc2cccs2)C1=O` (stereo unspecified) gave TGFb inhibitor inconclusive, Nrf2 ARE act -0.6%, MmCpn inh 2%, HepG2 tox -3%, Nrf2 block 7%, CCT modulator -2.2, pAkt inh inactive, S2 tox inactive and A549 tox 0%.
CCc1nnc(NC(=O)Cc2cc(OC)c(OC)c(OC)c2)s1 was read as TGFb inhibitor -1%, Nrf2 ARE act 1.7%, MmCpn inh -1%, HepG2 tox -1%, Nrf2 block -40%, CCT modulator 1.7, pAkt inh inactive, S2 tox inactive and A549 tox -1%.
CC[N+]1(CC)CC2CCC(C)(C1)C2(C)C (stereo unspecified) was read as TGFb inhibitor -17%, Nrf2 ARE act -0.7%, MmCpn inh 1%, HepG2 tox -20%, Nrf2 block 8%, CCT modulator 0.7, pAkt inh inactive, S2 tox inactive and A549 tox 8%.
Screening CCCCOc1ccc(C(=O)N(Cc2ccco2)C2CCS(=O)(=O)C2)cc1 (stereo unspecified) returned TGFb inhibitor -8%, Nrf2 ARE act 0.0%, MmCpn inh 1%, HepG2 tox 4%, Nrf2 block 1%, CCT modulator -1.8, pAkt inh inactive, S2 tox inactive and A549 tox 10%.
Screening CNc1nc(N/N=C/c2ccc([N+](=O)[O-])cc2)nc(Nc2ccccc2)n1 returned TGFb inhibitor inconclusive, Nrf2 ARE act 3.1%, MmCpn inh 0%, HepG2 tox -21%, Nrf2 block -22%, CCT modulator -1.1, pAkt inh inactive, S2 tox inactive and A549 tox 3%.
For COC1=CC(=O)C=C(OC)C1=O the results were TGFb inhibitor inconclusive, Nrf2 ARE act -2.9%, HepG2 tox -118%, Nrf2 block inconclusive, CCT modulator 1.1, pAkt inh inactive, S2 tox inconclusive and A549 tox -14%.
For c1cnn(-c2cc(N3CCOCC3)ncn2)c1 the results were TGFb inhibitor 6%, Nrf2 ARE act -0.9%, MmCpn inh 1%, HepG2 tox -11%, Nrf2 block 10%, CCT modulator -1.6, pAkt inh inactive, S2 tox inactive and A549 tox -5%.
